# Screens as filed in PubChem BioAssay.
# GPR35 antagonists – inhibition of zaprinast-stimulated GPR35 beta-arrestin translocation – imaging, U2OS, beta-arrestin-GFP, zaprinast agonist, primary screen (AID 2058); U2OS GPR35 beta-arrestin-GFP translocation imaging, zaprinast antagonism; higher % means a stronger effect; inhibition, % at 10 µM, or IC50 in µM where a hit was titrated; actives 0.052% (n = 290,000);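 active means inhibition of at least 50% with at least 30 cells and total cytoplasm GFP at most 10,000,000; inconclusive means under 30 cells or total GFP of 10,000,000 plus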
# HIV peptide binding – cell-free HIV fusion peptide-binding blockers – biochemical, uHTS, fluorescence dequenching, primary screen (AID 1986); cell-free peptide binding, fluorescence dequenching, 30 min; higher % means a stronger effect; inhibition, % at 20 µM; hits with a dose series show IC50 in µM; actives 0.3% (n = 290,000); in the data active means inhibition mostly above about 52%, no sharp cut-off; inactive means mostly below about 76%; further: some results filed as inactive read as strong as hits
# KOR beta-arrestin-1 – kappa opioid receptor blockers – cell-based, luminescence, uHTS (AID 1778); KOR beta-arrestin recruitment, luminescence, antagonist mode; higher % means a stronger effect; inhibition, % at 10 µM; hits with a dose series show IC50 in µM; actives 0.091% (n = 290,000); in the data active means inhibition above about 50%; further: strong numbers were not always called active
# GPR55 beta-arrestin – selective activators of receptor GPR55 – imaging, U2OS cells, beta-arrestin-GFP redistribution, primary screen (AID 1961). U2OS GPR55 beta-arrestin-GFP redistribution imaging; higher % means a stronger effect. activation, % at 10 µM; hits with a dose series show EC50 in µM. actives 0.048% (n = 290,000);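 active means activation above 40% with more than 50 cells counted in the well; inconclusive means wells holding fewer than 50 cells, flagged as toxic or sparse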;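 further: U2OS osteosarcoma cells stably expressing GPR55 and beta-arrestin-GFP; plate controls were DMSO negative control for no effect and LPI positive control for full effect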
# GPR55 antagonists – GPR55 antagonists blocking LPI-driven arrestin recruitment, primary screen, imaging, U2OS, beta-arrestin-GFP, LPI agonist (AID 2013). U2OS GPR55 beta-arrestin-GFP translocation imaging, LPI antagonism; higher % means a stronger effect. inhibition, % at 10 µM; hits with a dose series show IC50 in µM. actives 0.13% (n = 290,000);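 active means spots per cell inhibited over 60%, with over 100 cells counted and total cytoplasm intensity under 500,000; inconclusive means wells with under 100 cells, flagged as likely toxic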;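 further: U2OS cells stably carrying GPR55 and arrestin-GFP stimulated by 5 µM LPI near EC80; imaged beta-arrestin-GFP aggregate spots per cell after agonist stimulation; plate controls were LPI-stimulated DMSO wells for no effect and DMSO wells without LPI for full effect; some results filed as inactive read as strong as hits; confirmed hits need IC50 under 10 µM and bright autofluorescent wells are also inconclusive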
# AID2073 – disruptors of CaV2.2 binding to Mint1 – biochemical, HTRF (AID 2073) | one-dose inhibition, % at 20 µM; IC50 in µM for titrated hits | actives 0.19% (n = 290,000) | HTRF protein-protein interaction, Mint1-CaV2.2; higher % means a stronger effect; in the data active means inhibition mostly above about 51%, no sharp cut-off; inconclusive means no clear call, values can overlap the other calls; inactive means mostly below about 53%; further: some results filed as inactive read as strong as hits
# SIAH1 antagonists – Siah-1 peptide-binding antagonists, primary screen, biochemical, fluorescence polarization, rhodamine-plectin, uHTS (AID 1817); Siah-1 / rhodamine-plectin peptide fluorescence polarization; higher % means a stronger effect; one-dose displacement, % at 20 µM; IC50 in µM for titrated hits; actives 0.02% (n = 290,000);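 active means displacement of at least 50% at 20 µM, with a fluorescence ratio check between 0.3 and a set limit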;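 further: plate controls were Siah plus tracer with DMSO for no effect and tracer alone without Siah for full effect; strong numbers were not always called active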
# NOD1 inhibition – NOD1 signaling inhibitors, primary screen, cell-based, luminescence, uHTS (AID 1578) | NOD1-driven NF-kB luciferase reporter cells, luminescence; higher % means a stronger effect | one-dose inhibition, % at 4 µM; EC50 in µM for titrated hits | actives 1% (n = 290,000); in the data active means inhibition mostly above about 36%, no sharp cut-off; inactive means mostly below about 34%;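 further: HEK-293T reporter cells stimulated with the NOD1 agonist gamma-tri-DAP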
# KOR beta-arrestin-2 – kappa opioid receptor activators – cell-based, luminescence, uHTS, primary screen (AID 1777); actives 0.02% (n = 280,000); KOR beta-arrestin recruitment, luminescence; higher % means a stronger effect; activation, % at 10 µM, or EC50 in µM where a hit was titrated; in the data active means activation above about 50%, passing the limit was not always enough; further: a part of the inactive calls stands beside numbers as strong as those of hits
# An asterisk follows results filed as active; ? = inconclusive; / = no result given; [ ] = another dose, or the depositor's remark.
SMILES,GPR35 antagonists,HIV peptide binding,KOR beta-arrestin-1,GPR55 beta-arrestin,GPR55 antagonists,AID2073,SIAH1 antagonists,NOD1 inhibition,KOR beta-arrestin-2
Cc1cc(C)cc(-n2nnnc2SCC(=O)Nc2nc(-c3ccc(Cl)cc3)cs2)c1,24%,-2.7%,-37%,-0.1%,4%,11%,6%,/,-1.6%
O=C(Nc1nc(-c2ccc(F)cc2)cs1)c1ccc(N2C(=O)CCC2=O)cc1,-16%,1.6%,-14%,0.3%,-5%,16%,-1%,-16%,-2.1%
COc1ccc(S(=O)(=O)Nc2cccc(C)c2C)c2cccnc12,9%,0.1%,-10%,0.4%,0%,1%,11%,-6%,-3.8%
Cc1c(Br)cc(-c2nnco2)cc1Br,12%,-1.7%,-2%,-0.2%,-10%,2%,-2%,15%,4.0%
O=S(=O)(CCSc1ccc(C(F)(F)F)cn1)c1ccccc1,1%,-0.8%,-6%,0.7%,-2%,-3%,-3%,1%,-5.5%
NC(=O)c1ccc(NC(=O)COC(=O)c2c3c(nc4ccccc24)/C(=C\c2ccc4c(c2)OCO4)CCC3)cc1,-4%,151%,4%,-0.1%,11%,55%,4%,4%,1.1%
N#C/C(=C\C1=C(N2CCOCC2)C(=C\c2ccccc2)/CC1)C(=O)Nc1ccccc1F,45%,38%,-5%,8.2%,32%,23%,2%,36%,-2.3%
COCCC(=O)N1CCC(Oc2ccc(C(=O)NC3CCCCC3)cc2)CC1,10%,-0.4%,-5%[20 µM],0.1%,2%,11%,6%,-19%,-3.8%
O=C(Nc1ccc(F)cc1)c1nn(-c2ccccc2)c(=O)cc1Cl,10%,-0.4%,30%[20 µM],0.9%,48%,-12%,1%,/,-3.5%
N#Cc1ccccc1CCN1C(=O)c2ccccc2C1=O,3%,-0.1%,-34%[20 µM],-0.1%,-42%,12%,0%,1%,3.2%
O=C1CN(C(=O)COC(=O)C2=COCCO2)c2ccccc2N1,-8%,0.0%,17%,0.0%,25%,-1%,1%,-11%,4.5%
CC(C)(C)OC(=O)NCCCCCc1nnc(SCc2c(F)cccc2Cl)o1,6%,-0.7%,28%,0.3%,1%,4%,7%,1%,0.6%
CN(Cc1ccc(Br)cc1)CC(O)COc1cccc(Br)c1 (configuration not stated),2%,1.3%,-1%,-0.2%,-16%,0%,11%,-24%,-2.6%
c1cnn(-c2nc(N3CCOCC3)nc(N3CCOCC3)n2)c1,-4%,-1.7%,16%,-0.2%,14%,6%,4%,-19%,6.2%
Cc1ccc2nc3c(c(C(=O)OCC(=O)NC4CCS(=O)(=O)C4)c2c1)CCCC3 (configuration not stated),-11%,-0.3%,0%,-0.4%,4%,3%,-2%,-20%,6.2%
O=c1oc2ccccc2n1CCc1ccccc1,-4%,-2.6%,4%,-0.2%,11%,4%,3%,-31%,-1.5%
N#C/C(=C/c1ccc(N2CCOCC2)o1)c1ccc(Cl)cc1,-12%,0.3%,0%,0.0%,-13%,52%*,-2%,-81%,0.2%
O=C(NCc1ccccc1)NC1CCS(=O)(=O)C1 (configuration not stated),1%,-0.6%,-23%[20 µM],-0.1%,-9%,-8%,0%,-12%,-3.2%
CCc1cc2c(Nc3ccc(O)cc3)nc(C)nc2s1,-3%,-0.5%,-10%,-0.1%,-6%,4%,-1%,-11%,6.0%
CCc1ccccc1NC(=O)Nc1ccsc1C(=O)OC,-11%,0.0%,17%,-0.1%,6%,7%,6%,-26%,-3.7%
O=S1(=O)[C@H]2C[C@@H]3C=C[C@@]2(CN1Cc1ccc(Cl)cc1)O3,17%,-1.7%,-1%[20 µM],-0.1%,6%,9%,-8%,-3%,0.3%
C(=N\Nc1nc2ccccc2[nH]1)/c1cccc2cccnc12,-5%,-1.5%,-2%,0.6%,-6%,-4%,-9%,-4%,5.8%
Cn1c(C2CCCN2C(=O)OC(C)(C)C)n[nH]c1=S (configuration not stated),12%,0.5%,-5%,-0.3%,8%,-9%,-6%,-4%,-2.7%
COc1cc(/C=C/C(=O)c2c(O)ccc3c(C)cc(=O)oc23)ccc1O,22%,4.0%,-9%,-0.2%,7%,44%,2%,-11%,0.8%
Cc1cc(C)cc(-c2nnc(SCc3ccc(C(=O)O)cc3)o2)c1,4%,10%,-83%[20 µM],0.2%,5%,?,6%,1%,/
COc1cc(OC)c(C2C(C(=O)Nc3ccc(C)cc3C)=C(C)Nc3ncnn32)cc1OC (configuration not stated),4%,-1.1%,6%,-0.1%,9%,-9%,-1%,11%,2.8%
Cc1ccccc1C(=O)NC1CC2CCC(C1)N2Cc1ccccc1 (configuration not stated),-3%,1.0%,-23%[20 µM],-0.1%,6%,-1%,-2%,-20%,/
Cc1ccc(S(=O)(=O)NC(=O)c2ccc(Br)o2)c(C)c1,-7%,-0.8%,-4%,0.2%,4%,-1%,-1%,-24%,-4.8%
CSCCC(Nc1nc2ccccc2s1)C(=O)O (configuration not stated),-11%,-1.1%,-49%,0.8%,15%,4%,-5%,-12%,-0.5%
O=C(CNC(=O)c1ccco1)Nc1ccc(F)c(Cl)c1,2%,0.8%,3%,1.4%,-7%,18%,5%,-14%,-4.8%
c1ccc2c(c1)CCCn1nnnc1-2,2%,0.8%,12%,-0.1%,-10%,1%,3%,-2%,0.8%
O=C(Nc1ccccc1)C1Cc2ccccc2CN1C(=O)c1ccco1 (configuration not stated),-7%,5.5%,-1%,-0.1%,-11%,18%,-1%,-63%,-0.2%
CCNC(=S)Nc1nc2c(cc1C(=O)OCC)CCCC2,-7%,0.5%,-38%,-0.4%,-7%,-15%,-2%,19%,6.9%
CCS(=O)(=O)NCCc1csc(C)n1,16%,0.7%,-17%,0.0%,24%,0%,7%,4%,-2.5%
CC(C)(C)NC(=O)Nc1ccc(F)c(Cl)c1,7%,0.0%,3%,-0.3%,5%,-1%,6%,-17%,/
Cc1ccc(NC(=O)c2ccc(NS(=O)(=O)c3c(C)noc3C)cc2)cc1C,6%,6.0%,-6%,0.3%,3%,5%,-4%,-18%,5.0%
C=CCn1c(-c2ccc(F)cc2)n[nH]c1=S,-6%,-1.4%,-27%,0.0%,3%,4%,-2%,-20%,2.2%
Clc1ccc(-c2ncc3ccccn23)cc1,28%,3.4%,-9%[20 µM],0.2%,9%,-20%,-5%,-16%,/
O=C(c1ccccc1)N1CCN(C2C3CC4CC(C3)CC2C4)CC1 (configuration not stated),-1%,1.2%,-15%,-0.1%,5%,8%,1%,-9%,-4.6%
COc1ccc(C(=O)CNc2ccc(C)cc2C)cc1,-2%,-0.3%,22%,0.0%,2%,3%,9%,0%,-0.5%
COc1ccc(-n2c(SCC(=O)Nc3ccc(C(N)=O)cc3)nc3ccccc3c2=O)cc1OC,0%,-0.8%,12%,-0.1%,-5%,-25%,0%,-1%,0.5%
O=C(CN1CCCCC1)Nc1ccc(S(=O)(=O)N2CCOCC2)cc1,0%,-0.9%,-16%,-0.1%,5%,-1%,2%,11%,-6.3%
O=[N+]([O-])c1cccc(S(=O)(=O)c2ccc(NCCO)c([N+](=O)[O-])c2)c1,-1%,1.0%,-19%,0.0%,0%,14%,-8%,-38%,-0.9%
CC(C)NC(=O)c1ccccc1NC(=O)CCS(=O)(=O)Cc1ccccc1,-11%,-0.7%,23%,-0.1%,-14%,6%,-4%,-8%,-0.2%
CCOC(=O)c1c(C)[nH]c(C)c1C(=O)COC(=O)CNC(=O)C1CCCCC1,6%,1.1%,20%,0.2%,6%,6%,-2%,-33%,-4.8%

# Part of the list above, reduced to KOR beta-arrestin-2, GPR55 antagonists and AID2073:
SMILES | KOR beta-arrestin-2 | GPR55 antagonists | AID2073
Cc1ccc(NC(=O)c2ccc(NS(=O)(=O)c3c(C)noc3C)cc2)cc1C | 5.0% | 3% | 5%
COc1ccc(C(=O)CNc2ccc(C)cc2C)cc1 | -0.5% | 2% | 3%

# The list goes on:
SMILES,GPR35 antagonists,HIV peptide binding,KOR beta-arrestin-1,GPR55 beta-arrestin,GPR55 antagonists,AID2073,SIAH1 antagonists,NOD1 inhibition,KOR beta-arrestin-2
COc1ccc(N(CC(=O)NCCC2=CCCCC2)S(=O)(=O)c2ccc(C)cc2)cc1,-6%,-2.0%,-38%[20 µM],0.2%,-13%,3%,5%,-1%,1.3%
COc1ccc(-c2nn[nH]n2)cc1OC,-11%,0.7%,-23%,-0.1%,17%,-5%,2%,-4%,-0.9%
Cc1cc(C)c(NC(=O)/C=C\C(=O)O)c([N+](=O)[O-])c1,-4%,-0.2%,-31%,-0.1%,0%,0%,-3%,-3%,3.6%
CC(C)CCN1CCN(Cc2ccc(Oc3ncccn3)cc2)CC1CCO (configuration not stated),7%,0.2%,31%[20 µM],0.7%,7%,9%,3%,-23%,-1.9%
CCOC(=O)c1c(C)[nH]c(C)c1S(=O)(=O)NCC(=O)Nc1ccccn1,-4%,-1.2%,-11%,0.2%,10%,7%,-2%,-5%,-4.8%
CCOc1ccc(/C=C\c2nc(O)c([N+](=O)[O-])c(=O)[nH]2)cc1OCC,-4%,-1.2%,33%,-0.1%,0%,12%,5%,0%,-1.4%
C/C(=N/OC(=O)c1c(-c2ccccc2Cl)noc1C)c1cnccn1,-14%,-0.9%,-8%,-0.2%,4%,10%,-1%,10%,-5.9%
Fc1ccccc1/C=N/Nc1ccc(Cl)nn1,1%,0.3%,18%,-0.1%,-8%,14%,-2%,5%,0.8%
O=C(C1=C(O)C(=O)N(CCN2CCOCC2)C1c1ccc(Cl)cc1)c1cc2ccccc2o1 (configuration not stated),-5%,3.0%,23%,-0.2%,-5%,26%,1%,-18%,4.5%
CCn1c(=O)n(CCc2ccccc2)c(=O)c2c3c(sc21)CCCC3,7%,2.9%,7%,-0.1%,2%,-1%,1%,-2%,-5.7%
CCCc1[nH]nc2c1C1(CCOC1C)C(C#N)=C(N)O2 (configuration not stated),18%,1.8%,49%,0.4%,-2%,12%,-8%,15%,10%
Cc1cc(NS(=O)(=O)c2ccc(NC(=S)NC(=O)c3cccnc3)cc2)no1,-7%,0.9%,-21%,-0.1%,0%,-1%,14%,-32%,-7.3%
CC(=O)c1c(N2CCN(Cc3ccccc3)CC2)nc(=S)n(-c2ccccc2)c1C,17%,4.5%,4%,-0.8%,-6%,4%,-5%,-47%,-1.2%
COc1ccc2cc(CN(Cc3ccco3)C(=S)NCC3CCCO3)c(=O)[nH]c2c1 (configuration not stated),-11%,0.9%,-54%[20 µM],-0.2%,-7%,-2%,2%,-20%,/
COCC(=O)n1nc(-c2ccc(C)cc2)nc1NCc1ccc(F)cc1,14%,1.7%,-2%,-0.1%,14%,1%,4%,-42%,-8.5%
Clc1ccccc1Cc1noc(CN2CCN(Cc3ccccn3)CC2)n1,0%,-0.9%,12%[20 µM],0.2%,16%,-14%,-5%,-37%,/

# An excerpt. The share of hits here may be higher or lower than overall.
